Assay outcomes: PubChem, Sanford-Burnham Center for Chemical Genomics
SENP8 block: human SENP8 protease inhibitors, primary screen, biochemical, fluorescence, Nedd8 protein substrate, uHTS; Sentrin-specific protease 8 (Homo sapiens), Q96LD8; recombinant SENP8; inhibition, % at 20 µM; actives 0.64% (n = 360,000); AID 602440, 2012; in the data active = inhibition mostly above about 40%, no sharp cut-off; inactive = mostly below about 27%
Target sequence (Q96LD8 whole entry, looked up): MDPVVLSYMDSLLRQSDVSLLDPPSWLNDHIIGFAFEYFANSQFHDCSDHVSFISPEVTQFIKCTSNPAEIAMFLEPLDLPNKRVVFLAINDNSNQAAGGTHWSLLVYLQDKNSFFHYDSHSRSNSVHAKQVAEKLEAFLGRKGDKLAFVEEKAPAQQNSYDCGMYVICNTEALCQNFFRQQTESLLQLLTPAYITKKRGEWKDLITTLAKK
MPTP inh: mitochondrial permeability transition pore inhibitors, primary screen, biochemical, isolated mouse mitochondria, absorbance; actives 1.4% (n = 360,000); Ca2+ swelling absorbance, 30 min; AID 602449, 2012; inhibition, % at 10 µM;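 active = inhibition of 50% or more, scaled per plate between neutral and stimulator controls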;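 note: 0% = DMSO wells given calcium and 100% = 1 mM EGTA wells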
SENP6 inh: SENP6 protease inhibitors, primary screen, biochemical, luminescence, uHTS | Sentrin-specific protease 6 (Homo sapiens), Q9GZR1 | Recombinant SENP6 catalytic domain, aminoluciferin luminescence | inhibition, % at 10 µM | actives 1.8% (n = 330,000);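 active = inhibition above about 50% at the single tested dose, limit read from the data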;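 note: plate controls were DMSO wells with enzyme for no effect and DMSO wells lacking enzyme for full effect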
Target sequence (Q9GZR1 628-1112 limits assumed): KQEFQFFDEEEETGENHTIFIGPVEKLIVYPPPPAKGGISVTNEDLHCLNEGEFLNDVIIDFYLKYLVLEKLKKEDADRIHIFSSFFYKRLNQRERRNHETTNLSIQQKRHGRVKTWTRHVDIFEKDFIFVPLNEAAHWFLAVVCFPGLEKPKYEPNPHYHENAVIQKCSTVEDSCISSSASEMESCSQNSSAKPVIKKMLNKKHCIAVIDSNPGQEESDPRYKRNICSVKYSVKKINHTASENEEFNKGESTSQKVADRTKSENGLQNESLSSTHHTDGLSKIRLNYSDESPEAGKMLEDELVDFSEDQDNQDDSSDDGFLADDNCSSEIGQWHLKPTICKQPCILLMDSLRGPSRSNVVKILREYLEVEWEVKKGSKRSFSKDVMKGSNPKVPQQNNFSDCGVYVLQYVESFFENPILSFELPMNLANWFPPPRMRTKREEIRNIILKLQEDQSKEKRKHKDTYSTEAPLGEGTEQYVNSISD
PfGluPho inh: PfG6PD enzyme inhibitors, primary screen, biochemical, fluorescence intensity, uHTS | glucose-6-phosphate dehydrogenase-6-phosphogluconolactonase (Plasmodium falciparum 3D7) | PfGluPho enzyme, NADPH resazurin-diaphorase fluorescence | inhibition, % at 20 µM | actives 0.78% (n = 350,000) | AID 504690, 2011;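 active = inhibition reaching at least a set limit at 20 µM in the primary screen, cut at about 59% in these data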;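 note: 0% = DMSO wells with substrate and 100% = DMSO wells lacking glucose-6-phosphate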
hIAP activ: human IAP activators, primary screen, biochemical, luminescence, uHTS; Intestinal-type alkaline phosphatase (Homo sapiens), P09923; purified human IAP, CDP-Star luminescence, 30 min; stronger effect = higher value; 1 = vehicle-only enzyme, 0 = enzyme-free background; activation factor at 10 µM; actives 0.16% (n = 330,000); AID 2524, 2010;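 active = activation factor of the enzyme at least 2-fold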; note: the source names both 10 and 20 µM as test concentration; values of inactives mirror those of a sister screen read the other way
ATG4B inh: ATG4B protease inhibitors, primary screen, biochemical, fluorescence, uHTS; Cysteine protease ATG4B (Homo sapiens), Q9Y4P1; ATG4B cleavage of LC3-PLA2, NBD-HPC fluorescence, 1 h; inhibition, % at 8.33 µM; actives 0.51% (n = 340,000); in the data active = inhibition above about 40%
Target sequence (Q9Y4P1 whole entry, looked up): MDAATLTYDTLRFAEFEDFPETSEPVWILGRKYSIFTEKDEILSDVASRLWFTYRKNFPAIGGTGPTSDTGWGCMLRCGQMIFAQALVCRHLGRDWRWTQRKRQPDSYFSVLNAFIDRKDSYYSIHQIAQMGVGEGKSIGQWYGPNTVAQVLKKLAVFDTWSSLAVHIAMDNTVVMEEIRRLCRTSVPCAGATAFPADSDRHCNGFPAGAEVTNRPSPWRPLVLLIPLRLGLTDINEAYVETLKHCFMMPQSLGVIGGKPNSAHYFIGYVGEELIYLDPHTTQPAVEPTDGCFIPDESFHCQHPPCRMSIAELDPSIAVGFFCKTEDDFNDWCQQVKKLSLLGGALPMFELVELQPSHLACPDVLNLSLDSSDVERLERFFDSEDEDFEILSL
SENP1 inh: human SENP1 catalytic domain inhibitors, primary screen, biochemical, FRET, uHTS | actives 0.21% (n = 360,000) | recombinant SENP1 catalytic domain, CyPet-SUMO1-YPet FRET cleavage | Sentrin-specific protease 1 (Homo sapiens), Q9P0U3 | inhibition, % at 10 µM;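 active = inhibition at least 30% at 10 µM, raw YFP signal under a set limit, fluorescence ratio 0.5 to 1.5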;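 note: 0% = enzyme with DMSO and 100% = no enzyme wells; some results filed as inactive read as strong as hits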
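system = hSENP1 catalytic domain, recombinant | reagent = SFCypet-SUMO1-SFYpet substrate at 25 nM | doses = one dose per compound, 10 µM, 0.5% DMSO | incubation = enzyme reaction for 50 min at room temperature, dark | measured by = FRET, CFP and YFP emission | controls = no-enzyme low, enzyme-DMSO high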
NR3A LBD binder: binders of NR3A ligand-binding domain, primary screen, biophysical, differential scanning fluorimetry, uHTS | Glutamate receptor ionotropic, NMDA 3A (GRIN3A) ligand-binding domain | NR3A LBD differential scanning fluorimetry, Tm shift; 0% = protein alone, 100% = glycine-bound protein | Tm shift relative to glycine control, % at 25 µM | actives 2.5% (n = 340,000) | AID 1259313, 2017;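 active = melting temperature shift of at least 10% of the positive control shift, at one fixed dose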
* marks the source's active call; other numbers are inactive results; x = no result given.

Second line of a record – SENP8 block | MPTP inh | SENP6 inh | PfGluPho inh | hIAP activ | ATG4B inh | SENP1 inh | NR3A LBD binder
- COc1cc(C(=O)N2C(=O)CCC2=O)cc(OC)c1OC
 : 12.8 | -2.6 | -12.9 | -16.8 | 1.1 | -0.7 | -2.8 | -0.1
- Clc1cc(Cl)c2nc(N3CCCCC3)sc2c1
 : 16.2 | -0.4 | 66.6* | 13.5 | 0.968 | -2.5 | 1.0 | -1.7
- COc1cc(OC)c(NS(=O)(=O)c2ccc3c(c2)NC(=O)CO3)cc1Cl
 : 7.7 | -0.7 | 6.0 | 26.7 | 0.945 | -8.7 | 2.8 | -2.2
- Cc1cc(C)cc(NC(=O)c2oc3ccccc3c2COc2ccccc2)c1
 : 6.1 | 4.9 | 11.0 | 15.8 | 0.729 | 9.7 | 0.6 | -2.2
- Cc1cc(C)c(S(=O)(=O)NCC(c2cccnc2)N2CCN(Cc3ccccc3)CC2)c(C)c1 (configuration not stated)
 : 1.8 | -1.1 | -6.1 | 2.7 | 1.32 | -5.6 | -3.2 | 0.9
- Cc1coc2c1c(C)cc1oc(=O)c(CC(=O)N[C@@H](C)C(=O)O)c(C)c12
 : -276.9 | 0.0 | 8.3 | 0.0 | 1.03 | 2.8 | 2.4 | 1.2
- CC(C)c1ccc2c(c1)[C@H]1OCC[C@H]1[C@@H](c1cccs1)N2
 : -90.4 | 3.7 | x | 21.4 | x | 14.6 | -0.3 | 2.5
- Cc1ccc(C(C(=O)NC2CCCCC2)N(C(=O)CCCC(=O)Nc2ccccn2)c2ccc3c(c2)OCCO3)cc1 (configuration not stated)
 : -7.7 | 1.5 | 8.0 | -1.7 | 0.927 | -10.7 | 2.7 | -0.4
- COc1ccccc1C(=O)COC(=O)Cn1nc(C)c([N+](=O)[O-])c1C
 : 8.4 | 0.2 | -13.0 | -1.4 | 0.922 | -0.2 | -1.4 | 3.3
- COc1ccc(S(=O)(=O)N2CCC(C(=O)NCC3CCCO3)CC2)cc1 (configuration not stated)
 : 8.9 | 1.0 | 1.1 | -15.9 | 1.08 | 2.6 | 0.7 | 0.9
- CC(C)CC(/C(O)=C(\C#N)c1nc2ccccc2[nH]1)N1C(=O)c2ccccc2C1=O (configuration not stated)
 : 16.1 | 0.1 | -32.7 | 1.6 | 1.07 | 37.5 | -5.5 | -18.7
- CCOc1ccc(N(C(=O)CNC(=O)c2cccs2)C(C(=O)NCC2CCCO2)c2ccc(OC)c(OC)c2)cc1 (configuration not stated)
 : 16.1 | -1.1 | -3.2 | -5.3 | 0.893 | 1.4 | 0.9 | -0.8
- CCn1nc(C(=O)OCC(=O)c2ccc3c(c2)OCCO3)c2ccccc2c1=O
 : 1.1 | -3.5 | 1.2 | 12.5 | 1.06 | -5.3 | 1.6 | -0.4
- C=C1CCN(C(C)C(=O)OC)S(=O)(=O)c2ccccc21 (configuration not stated)
 : 15.3 | 0.4 | -8.5 | 7.6 | 0.975 | 0.2 | 3.0 | 1.8
- Cc1noc(C(=O)NCc2ccc(F)cc2)c1Cl
 : -8.4 | -0.6 | -9.6 | 4.1 | 1.38 | 1.2 | 1.1 | 1.6
- NC(=S)Nc1cccc(Cl)c1
 : 7.6 | -0.6 | -8.8 | -4.8 | 1.01 | -0.3 | 0.6 | 2.1
- Cc1ccnc2c1ccc1c(C)ccnc12
 : 8.8 | -1.8 | -14.5 | 36.0 | 1.51 | -0.3 | 0.4 | -4.1
- COc1ccccc1N1CCN(S(=O)(=O)c2cn(C)cn2)CC1
 : 12.0 | -1.5 | -15.0 | -9.3 | 0.919 | 8.9 | 5.9 | -2.6
- C=CCn1c(CSc2nc3ccccc3s2)nnc1SCC(=O)NCCN1CCOCC1
 : 10.9 | 1.1 | 0.0 | 5.1 | 0.859 | 5.1 | 0.9 | 6.1
- O=C(Nn1c(Cc2cccs2)nc2ccccc2c1=O)c1cccs1
 : 15.3 | 0.7 | -1.4 | -19.4 | 0.997 | -8.1 | 1.4 | 2.3
- O=S(=O)(Nc1ccc2c3c(cccc13)CC2)c1ccc(F)cc1
 : -8.2 | 2.3 | -5.6 | 9.8 | 1.18 | 23.5 | 0.7 | -9.7
- Cc1cc(C)c(N(C(=O)c2csnn2)C(C(=O)NC(C)(C)C)c2ccncc2)c(C)c1 (configuration not stated)
 : -3.0 | -0.7 | -7.2 | -8.3 | 1.15 | -3.2 | 2.6 | 0.0
- CC(C)C(NC=C1C(=O)OC(C)(C)OC1=O)C(=O)O (configuration not stated)
 : 21.5 | -0.8 | 11.3 | -16.6 | 1.11 | 1.2 | 1.4 | 0.4
- Nc1nc(NCCO)nc(NCc2ccccc2)c1[N+](=O)[O-]
 : 16.9 | -1.1 | 1.6 | -2.2 | 0.882 | 2.2 | 0.6 | -0.4
- CCOc1ccccc1N1CCN(Cc2cnc(-c3ccccc3)[nH]2)CC1
 : -0.3 | 0.4 | 2.8 | 4.5 | 0.966 | -5.3 | 0.1 | -0.2
- CN(C)S(=O)(=O)c1cccc(NC(=O)c2ccccc2OCc2ccc(F)cc2)c1
 : 2.9 | 1.6 | 12.4 | 9.4 | 0.92 | -3.3 | 0.4 | -7.3
- O=C(Cn1ncc2c(=O)oc3ccccc3c21)N1CCc2ccccc2C1
 : 1.4 | -0.6 | -12.5 | 11.5 | 0.844 | -14.0 | -1.8 | -0.3
- CCCc1nn(C)c(C(N)=O)c1[N+](=O)[O-]
 : 15.9 | -1.2 | 3.8 | 5.4 | 0.931 | -5.8 | 0.5 | -0.1
- CC(=O)Nc1ccc2cc3ccc(NC(C)=O)cc3nc2c1
 : -282.6 | 0.3 | x | 23.9 | x | -3.9 | -26.6 | 10.3*
- COc1cc2c(cc1OC)C(C)N(C(=O)c1ccc(Cl)c(S(=O)(=O)N3CCCCC3)c1)CC2 (configuration not stated)
 : 5.5 | 0.0 | 3.6 | 7.9 | 1.16 | -12.2 | 0.9 | -1.3
- COc1ccc(/C=C2\SC(=S)N(C(Cc3ccccc3)C(=O)O)C2=O)cc1 (configuration not stated)
 : 18.7 | 1.5 | 9.3 | -8.4 | 0.963 | 16.4 | -15.8 | 0.6
- O=S(=O)(/C(=C/c1ccc(C(F)(F)F)cc1)c1nc2ccccc2[nH]1)c1ccccc1
 : -3.8 | 7.3 | x | 17.7 | x | 8.1 | -2.1 | 0.7
- O=C(O)C1CCN(C(=O)COc2ccc3c4c(c(=O)oc3c2)CCCC4)CC1
 : -121.0 | 0.3 | -11.8 | 2.2 | 1.01 | 2.1 | 0.3 | 0.7
- COc1ccc2c(c1OC)C(=O)OC2CC(=O)c1ccc(O)cc1 (configuration not stated)
 : -0.9 | 0.1 | -6.9 | -19.4 | 1.07 | -0.4 | 2.6 | 2.2
- CC(C(=O)OCc1nnc(-c2ccccc2)o1)N1C(=O)C2CCCCC2C1=O (configuration not stated)
 : -1.5 | -1.6 | 8.0 | -5.6 | 1.15 | -10.4 | -2.4 | -1.1
- CCOC(=O)c1c(S(=O)(=O)NCC(=O)Nc2ccc(C)cc2)c(C)n(C)c1C
 : 2.8 | -0.6 | 10.5 | -0.3 | 0.997 | 4.3 | 0.4 | 1.8
- COC(=O)c1oc2ccccc2c1NC(=O)/C=C/C(=O)O
 : 6.7 | 0.4 | -11.7 | 0.9 | 0.944 | -5.7 | -0.8 | -1.7
- CC(=O)c1ccc(NC(=O)CNC2CCCCC2)cc1
 : 17.5 | 1.2 | -0.5 | 12.3 | 1.08 | -3.4 | -0.3 | 0.5
- O=C(NNC(=O)c1cccs1)c1ccc(Cl)cc1
 : 18.9 | 2.0 | 5.2 | 12.8 | 0.896 | -1.9 | 0.7 | 1.3
- CCC(=O)Nc1ccc(NC(=O)CSc2nc3c(c(=O)n(C)c(=O)n3C)n2CC)cc1
 : 16.8 | -1.2 | 4.3 | 5.0 | 1.07 | 1.2 | 0.3 | 1.3

Part of the list above in order of length of the SMILES, falling:
Second line of a record – SENP8 block | MPTP inh | SENP6 inh | PfGluPho inh | hIAP activ | ATG4B inh | SENP1 inh | NR3A LBD binder
- CCC(=O)Nc1ccc(NC(=O)CSc2nc3c(c(=O)n(C)c(=O)n3C)n2CC)cc1
 : 16.8 | -1.2 | 4.3 | 5.0 | 1.07 | 1.2 | 0.3 | 1.3
- CCOC(=O)c1c(S(=O)(=O)NCC(=O)Nc2ccc(C)cc2)c(C)n(C)c1C
 : 2.8 | -0.6 | 10.5 | -0.3 | 0.997 | 4.3 | 0.4 | 1.8
- COc1ccc2c(c1OC)C(=O)OC2CC(=O)c1ccc(O)cc1 (configuration not stated)
 : -0.9 | 0.1 | -6.9 | -19.4 | 1.07 | -0.4 | 2.6 | 2.2
- O=C(NNC(=O)c1cccs1)c1ccc(Cl)cc1
 : 18.9 | 2.0 | 5.2 | 12.8 | 0.896 | -1.9 | 0.7 | 1.3

The listing continues:
Second line of a record – SENP8 block | MPTP inh | SENP6 inh | PfGluPho inh | hIAP activ | ATG4B inh | SENP1 inh | NR3A LBD binder
- O=C(COc1ccc(/C=N/NC(=O)c2ccncc2)cc1)Nc1cccc([N+](=O)[O-])c1
 : 7.9 | 0.0 | -24.7 | -4.4 | 0.989 | -7.7 | 1.6 | 16.5*
- Cc1nn(CC(O)COc2ccc3c(c2)CCC3)c(C)c1Br (configuration not stated)
 : 21.5 | 5.6 | -11.0 | 22.6 | 1.04 | -8.9 | -2.0 | 2.9
- CC1Nc2ncnc(N3CCN(c4ccccc4)CC3)c2N(Cc2ccc(Cl)cc2)C1=O (configuration not stated)
 : -0.7 | -0.3 | -2.3 | 9.7 | 0.967 | -4.3 | -1.2 | -5.0
- CCOC(=O)N/N=C/c1c(F)c(F)c(F)c(F)c1F
 : 17.0 | 0.6 | -6.4 | 0.9 | 0.957 | -9.2 | 3.3 | 0.2
- O=C(Nc1ccc(S(=O)(=O)N2CCCCC2)cc1)C1CC(=O)N(c2ccc(Cl)cc2)C1 (configuration not stated)
 : 0.1 | -0.7 | -16.3 | 9.4 | 0.948 | -11.6 | 1.9 | 4.8
- CCCCN(CCCC)S(=O)(=O)c1ccc(NS(=O)(=O)c2ccc(NC(C)=O)cc2)cc1
 : 12.6 | -1.0 | -7.8 | -26.7 | 0.867 | -15.1 | 0.3 | 12.8*
- COCCCNC(=S)N1CCN(Cc2ccc3c(c2)OCO3)CC1
 : 5.4 | -1.8 | -28.8 | -8.7 | 0.956 | -8.2 | 0.3 | -0.6
- CCOC(=O)CSc1nc2ccccc2c(=O)n1CCN1CCOCC1
 : 23.5 | 0.4 | -0.2 | -5.1 | 0.856 | -6.2 | 1.8 | 0.3
- O=C(NCCc1csc(-c2ccccc2)n1)c1c(F)cccc1Cl
 : -0.9 | 0.0 | 4.9 | -15.3 | 1.18 | 3.1 | -0.8 | -1.8
- OCc1nnn(-c2ccccc2)c1CO
 : 6.7 | -0.4 | 7.3 | 2.2 | 0.936 | 1.3 | 1.6 | 4.1
- Cc1cc(-c2ccc(C)c(S(=O)(=O)NCC3CCN(Cc4ccccc4F)CC3)c2)on1
 : 11.3 | 3.6 | 6.5 | 13.7 | 1.21 | 13.0 | 0.4 | 0.3
- Cc1ccc(C)c(CN2C(=O)NC3(CCCCCC3)C2=O)c1
 : 1.8 | 0.3 | -14.2 | -8.9 | 0.989 | 11.0 | 0.9 | 4.8
